Assay outcomes as filed in PubChem.
CHRM4 antagonist – blocks acetylcholine activation of human M4 receptor | inhibition, % at 3 µM | AID 624125 | CHO-hM4 cells, ACh EC80, Fluo-8 calcium fluorescence | hit rate 0.73% among 360,000;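 active = inhibition above its plate's cutoff, the mean inhibition of sample wells plus 3 SD, cut at about 27% in these data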;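 note: 0% = acetylcholine EC80 with DMSO and 100% = DMSO without agonist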
Target sequence (P08173 whole entry, looked up): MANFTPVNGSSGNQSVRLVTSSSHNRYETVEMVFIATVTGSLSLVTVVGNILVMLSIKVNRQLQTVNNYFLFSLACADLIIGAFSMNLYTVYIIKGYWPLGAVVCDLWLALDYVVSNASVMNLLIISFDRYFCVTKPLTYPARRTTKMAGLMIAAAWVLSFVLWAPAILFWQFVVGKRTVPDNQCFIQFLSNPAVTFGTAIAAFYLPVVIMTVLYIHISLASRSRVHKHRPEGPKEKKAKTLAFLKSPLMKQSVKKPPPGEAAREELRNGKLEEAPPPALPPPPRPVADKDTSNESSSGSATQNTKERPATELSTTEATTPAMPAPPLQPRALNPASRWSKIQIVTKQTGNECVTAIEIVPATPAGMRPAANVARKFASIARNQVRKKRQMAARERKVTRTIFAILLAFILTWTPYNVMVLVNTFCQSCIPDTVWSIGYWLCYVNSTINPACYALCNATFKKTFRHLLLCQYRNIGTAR
M1 ag parental – M1 agonist counterscreen hit in parental CHO-K1 cells; hit rate 0.48% among 360,000; activation, % at 3 µM; AID 602248; Fluo-8 calcium fluorescence; scaled to maximal ATP response, vehicle zero; in the data active = activation above about 15%;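 note: untransfected CHO-K1 host cells lacking M1 receptor as counterscreen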
M1 PAM – positive allosteric modulators of human M1 muscarinic receptor. CHO-K1 hM1, Fluo-8 calcium fluorescence, ACh EC20; 0% = ACh EC20, 100% = maximal ACh. hit rate 0.088% among 360,000. activation, % at 3 µM; in the data active = activation above about 19%, passing the limit was not always enough
CHRM1 agonist – activates human CHRM1 receptor; AID 588814; hit rate 0.33% among 360,000; CHO-K1 hM1, Fluo-8 calcium fluorescence, agonist mode; 0% DMSO, 100% acetylcholine EC100; activation, % at 3 µM; P11229;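 active = activation above the run's mean compound activation plus 3 SD, cut at about 16% in these data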;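 note: peak over basal fluorescence ratio within a 140 s kinetic read after compound addition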
CHO parental Ca – counter-screen for OX1R antagonists: effect in parental CHO cells. hit rate 0.63% among 330,000. AID 463079. parental CHO-K1, ATP-induced calcium, Fluo-8 fluorescence. inhibition, % at 5.6 µM;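 active = inhibition above that plate's mean sample inhibition plus 3 SD, cut at about 26% in these data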;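 note: 0% = ATP-challenged DMSO wells and 100% = DMSO wells without ATP; some compounds past the cut are filed as inactive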
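Assay system – parental CHO cells · Reagent – ATP stimulus · Detection – intracellular calcium via Fluo-8 no-wash fluorescent dye · Evaluation – percent inhibition of ATP-evoked calcium rise, normalized to controls · Controls – ATP wells versus no-ATP DMSO wells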
CHRM1 antagonist – blocks human M1 muscarinic receptor; P11229; CHO-K1 hM1, Fluo-8 calcium fluorescence, ACh EC80 antagonist; inhibition, % at 3 µM; hit rate 1.3% among 360,000; AID 588852;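 active = percent inhibition above its own plate's cutoff, namely the mean of that plate's compound wells plus 3 SD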;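 note: peak over basal fluorescence ratio during 140 s after agonist addition; 0% = ACh EC80 plus DMSO and 100% = DMSO alone without agonist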
CHO-K1 Ca antag – M1 antagonist counterscreen hit in parental CHO-K1 cells | ATP-induced calcium, Fluo-8 fluorescence | inhibition, % at 3 µM | hit rate 0.6% among 360,000 | AID 602250;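 active = inhibition above a per-plate cutoff, the plate's mean sample inhibition plus 3 SD, cut at about 24% in these data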;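 note: 0% = DMSO plus EC80 ATP and 100% = DMSO alone without ATP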
OXTR potentiate – human OXTR potentiation; P30559; CHO-OTR cells, Fluo-8 calcium fluorescence, potentiator mode; 0% = oxytocin EC15, 100% = EC100; hit rate 0.061% among 320,000; activation, % at 3 µM;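 active = activation above that plate's cutoff, the mean activation of tested compounds plus 3 SD, cut at about 6.6% in these data, passing the limit was not always enough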;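 note: 100% uses oxytocin at 75 nM as the full agonist control; some results filed as inactive read as strong as hits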
Target sequence (P30559 whole entry, looked up): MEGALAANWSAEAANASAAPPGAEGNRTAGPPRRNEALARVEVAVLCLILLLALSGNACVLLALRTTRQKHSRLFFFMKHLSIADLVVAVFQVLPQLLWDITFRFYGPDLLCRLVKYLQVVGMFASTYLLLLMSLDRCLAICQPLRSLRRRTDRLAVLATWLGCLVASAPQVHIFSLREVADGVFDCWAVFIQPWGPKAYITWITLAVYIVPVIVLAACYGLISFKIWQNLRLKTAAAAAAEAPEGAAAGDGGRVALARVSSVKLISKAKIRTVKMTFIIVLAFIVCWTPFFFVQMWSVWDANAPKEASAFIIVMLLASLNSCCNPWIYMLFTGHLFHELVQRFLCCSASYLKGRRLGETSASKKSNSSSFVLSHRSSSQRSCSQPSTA
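Measured by – Fluo-8 calcium dye fluorescence · Test system – human OTR in CHO cells · Dosing – one concentration, 3.0 µM compound · Controls – EC15 oxytocin alone as 0%, 75 nM oxytocin as 100% · Evaluation – normalized max/min fluorescence ratio, % activation · Timing – 6 min pre-incubation, 100 s read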
M4 ag – agonists of human muscarinic M4 receptor (CHRM4); hit rate 0.14% among 360,000; activation, % at 3 µM; CHO-K1 hM4/Gqi5, Fluo-8 calcium fluorescence; vehicle 0%, full acetylcholine response 100%; P08173;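 active = activation above the run mean over all test wells plus 3 SD, cut at about 32% in these data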;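 note: peak over basal fluorescence ratio per well then scaled between controls; 0% = DMSO wells and 100% = acetylcholine at EC100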
* hit, by the source's call; · = no result given; & = joins results of further samples.

item	mol	CHRM1 agonist	CHO-K1 Ca antag	M4 ag	CHRM4 antagonist	CHRM1 antagonist	M1 PAM	OXTR potentiate	M1 ag parental	CHO parental Ca
1	Cc1nnsc1SCCNC(=O)c1c(F)cccc1F	-4	-10	1	9	-7	5	-10	1.2	1
2	COc1ccc(-c2cc(C(F)(F)F)n3ncc(C(=O)NCC4CCCO4)c3n2)cc1OC (stereo not given)	-2	22	0	8	0	4	-2	0.0	-17
3	Cc1cccc(NC(=S)NCCSc2ccc(Cl)cc2)c1	-4	8	8	-1	22	-11	-10	3.0	24
4	CC1=C(C(=O)OCCOC(C)C)C(c2cc3c(cc2Br)OCO3)C2=C(CCCC2=O)N1 (stereo not given)	-6	-1	1	-3	-11	2	-6	0.6	-11
5	CCNCCNC(=O)c1c(O)c2cccc3c2n(c1=O)CCC3	-5	-15	1	-2	-8	7	-1	0.0	-5
6	COCCNc1nc(NCCCN(C)C)c2sccc2n1	-9	-6	0	-20	-22	5	·	0.1	·
7	COc1ccc(NC(=O)Cn2nc(C)c3ccccc3c2=O)cc1	-5	9	1	1	-9	6	-4	6.5	-8
8	CSc1nc2ccc(NS(=O)(=O)c3cccc(Cl)c3Cl)cc2s1	0	-3	4	-9	-3	1	-9	5.2	-28
9	CC(C)CCn1c(N)c(S(=O)(=O)c2cccs2)c2nc3ccccc3nc21	2	-12	8	-4	1	4	-9	1.5	2
10	COc1ccc(NS(=O)(=O)c2c(F)cccc2F)cc1S(=O)(=O)N1CCOCC1	1	-10	1	2	-14	16	3	0.7	-13
11	Cc1cc(C)cc(NC(=O)N2CCN(S(C)(=O)=O)CC2)c1	-2	-2	0	-3	3	-1	-7	-0.4	1
12	COc1ccccc1Nc1cc(C(=O)NC2CCCC2)c2ccccc2n1	-1	-17	7	-8	7	-2	-4	2.1	-36
13	O=C(CCc1ccccc1)Nc1cccc(-c2nnc(-c3ccco3)o2)c1	3	3	4	0	11	-6	-16	1.9	-20
14	CC(=O)Nc1ccc2nc(-c3ccncc3)[nH]c2c1	-1	0	0	-6	-14	13	-1	1.2	-4
15	Cn1c(=O)c(C(=O)NNC(=O)c2ccc(Br)cc2)c(O)c2ccccc21	-3	-12	1	17	-3	5	-17	-0.1	19
16	CC(C)(C)c1ccc(C(=O)NNC(=O)C(=O)N2CCCCC2)cc1	-7	-11	1	-1	-10	6	-4	0.7	-3
17	COc1ccccc1C1(CCNS(=O)(=O)c2ccc(C)cc2)CCOC(C(C)C)C1 (stereo not given)	-5	1	-2	5	-6	5	-9	0.0	-18
18	COc1cccc(OC)c1C(=O)Nc1nc2ccc([N+](=O)[O-])cc2s1	-7	-7	3	-9	2	-1	-11	0.7	-15
19	CC(C)CNS(=O)(=O)c1ccc(CCC(=O)NCc2ccco2)cc1	-3	-2	1	4	-20	1	-15	0.1	-7
20	Cc1cc(S(=O)(=O)NCc2ccco2)c(C)cc1Cl	-5	-18	0	-3	3	8	-2	0.0	-19

Brought forward from above: 2 entries, followed by the next part.
item	mol	CHRM1 agonist	CHO-K1 Ca antag	M4 ag	CHRM4 antagonist	CHRM1 antagonist	M1 PAM	OXTR potentiate	M1 ag parental	CHO parental Ca
19	CC(C)CNS(=O)(=O)c1ccc(CCC(=O)NCc2ccco2)cc1	-3	-2	1	4	-20	1	-15	0.1	-7
20	Cc1cc(S(=O)(=O)NCc2ccco2)c(C)cc1Cl	-5	-18	0	-3	3	8	-2	0.0	-19
21	CCCCCC(=O)Nc1ccc(S(=O)(=O)Nc2cc(OC)nc(OC)n2)cc1	-6	-11	1	-24	-8	9	·	-0.1	·
22	CCCC(c1nnnn1Cc1ccc2c(c1)OCO2)N1CCC(C(N)=O)CC1 (stereo not given)	-11	-5	2	-14	-20	16	2	0.3	-10
23	Cc1ccc(-c2nc(C#N)c(NCC3CCCO3)o2)cc1 (stereo not given)	-7	-16	2	-7	-12	4	-7	0.7	-10
24	CC[C@@]1(C(=O)OC)N[C@H](CN(C)S(=O)(=O)c2ccc(C(C)(C)C)cc2)[C@@H]2C(=O)N(C)C(=O)[C@@H]21	-3	-10	1	-2	-1	0	4	0.1	-23
25	O=C1CCC(=O)N1CN(C(=O)c1ccco1)c1ccc(Cl)c(Cl)c1	-5	8	1	-7	-9	-2	-2	0.1	-8
26	O=C(NCC1CCCN1S(=O)(=O)c1cccs1)C(=O)Nc1ccccc1 (stereo not given)	-4	9	3	-1	-10	4	-6	1.2	-11
27	CCOC(=O)N1CCN(C(=O)C(C)NC(=O)c2ccco2)CC1 (stereo not given)	1	7	0	-3	5	0	0	0.3	-9
28	Cc1ccc(C(=O)Nc2ccccc2N2CCCCC2)cc1S(=O)(=O)N1CCOCC1	-2	-5	-2	1	3	1	·	2.4	·
29	O=C(Cn1c(NCCO)nc2ccccc21)Nc1ccc2c(c1)OCCCO2	-2	3	0	-4	-11	13	·	0.1	·
30	CCCN1CCN(C(=O)CCCn2c(C)c3cnn(-c4ccccc4)c(=O)c3c2C)CC1	-10	-11	0	-2	2	-8	-2	1.0	-7
31	CC1Cc2ccccc2N1C(=O)CN1C(=O)NC2(CCCCC2)C1=O (stereo not given)	-3	-18	2	-1	23	-3	-7	0.9	-8
32	Cc1ccc(C)n1-c1ccc(C(=O)N2CCC(C(N)=O)CC2)cc1	-5	-6	2	-22	-9	5	·	1.6	·
33	Cc1ccc(NC2CCCN(C(=O)CN3C(=O)CSC3=O)C2)cc1C (stereo not given)	-4	-9	2	-3	-5	4	-6	0.2	-25
34	COc1ccc(OC)c(NC(=O)c2ccc3c(c2)OCO3)c1	-3	-7	0	2	-14	6	-11	0.3	-9
35	COc1ccccc1OCC(O)CN1CCN(C(=O)c2ccccc2)CC1 (stereo not given)	-9	-15	2	-3	-16	12	0	1.1	-3
36	Cc1cccc(Nc2ncnc3c2cnn3Cc2ccccc2)c1	-7	-1	2	-2	-2	0	-10	0.2	-16
37	Cn1cnc([N+](=O)[O-])c1Nc1ccc(O)cc1	-2	-10	0	2	7	-2	-13	0.6	5
38	N=C1C(c2nc3ccccc3s2)=C(O)CN1C1CCCCC1	-5	-5	1	-1	8	-5	-2	0.3	-6
39	CCCCCC(O)(CCCCC)C(=O)NNc1ccccc1	-5	-6	1	4	-11	-8	-6	0.7	-3
40	CC(C)(C)OC(=O)NNC(=S)NC1CCCCC1	0	-7	0	-4	4	8	-12	-0.3	13
41	COc1ccc(CN(C)CC(=O)Nc2ccccc2C(=O)NC2CC2)cc1OC	-2	-3	4	-2	20	-6	3	0.5	-8
42	CCOC(=O)C1=C(N)Oc2cc(O)ccc2C1c1cccc(Cl)c1 (stereo not given)	3	4	2	-10	-8	14	-14	0.4	-11
43	C#CCOCCOCCOCCNc1nc(N2CCN(C(=O)[C@H](C(C)C)n3cc(CCO)nn3)CC2)nc(N2CCN(C(=O)[C@H]([C@@H](C)CC)n3cc(CCCCN)nn3)CC2)n1	-2	-5	0	2	-9	14	-10	-0.6	3
44	O=C(COC(=O)/C=C/c1ccccc1)NCc1ccc(Cl)cc1	-6	-8	3	-5	-8	6	4	3.4	-21
45	Nc1cc(S(=O)(=O)Nc2cc(Cl)ccc2Cl)ccc1N1CCCC1	-4	8	2	-5	-5	1	-21	1.5	9
46	CCOC(=O)C1=CN(Cc2ccco2)S(=O)(=O)NC1c1ccc(F)c(Cl)c1 (stereo not given)	-2	0	1	-10	14	-8	·	-0.1	4
47	COc1cc(OC)cc(-n2nnnc2SCC(=O)Nc2nc3c(s2)CCCC3)c1	-3	-7	1	-4	-14	7	1	1.5	-10
48	O=C(NCC1CCCO1)c1cc2ccccc2oc1=O (stereo not given)	-8	-4	1	4	-6	6	1	0.3	-2
49	Cc1cc(C(=O)OCC(=O)c2c(N)n(C)c(=O)n(C)c2=O)c(C)o1	-2	-7	4	6	-3	6	-7	2.6	-8
50	COc1ccc(-c2c(-c3ccccc3)c(C(=O)C(=O)NCCCN(C)C)n3ccc4cc(OC)c(OC)cc4c23)cc1OC	-8	17	0	11	2	4	-4	-0.7	5
51	O=C(OCc1nc2ccccc2s1)C1CCN(S(=O)(=O)c2cccs2)CC1	-1	4	8	-1	-2	-1	-10	3.0	-7
52	COc1ccc(/C=C/C(=O)N(C)Cc2cccs2)cc1S(=O)(=O)N1CCOCC1	-8	0	4	3	6	4	0	16*	-19
53	Cn1c(N)c(S(=O)(=O)N2CCN(Cc3ccccc3)CC2)c(=O)n(C)c1=O	-4	-7	0	3	-10	14	-2	0.1	-10
54	CCN(c1ccccc1)S(=O)(=O)c1ccc(OCC(=O)Nc2cc(C)on2)cc1	-5	-2	5	-2	2	-2	-10	1.6	-18
55	COc1ccc(Cc2c(-c3ccccc3)nc3c4ccccc4ccn23)c(C)c1	-2	-21	0	0	-28	2	·	-0.2	·
56	O=C(O)c1ncc(Cl)c(Cl)c1Cl	-2&-2	-3&4	0&0	1&9	-2&-13	1&6	-4&5	0.0&-0.2	7&-3
57	Nc1nc2ccc(S(=O)(=O)c3ccc4nc(N)sc4c3)cc2s1	7	-19	-2	14	-6	12	-10	0.3	9
58	C=CCNc1nc2c(c(=O)n(C)c(=O)n2C)n1CC(=C)C	-1	-4	2	-5	-8	4	-3	0.5	-8
59	COC(=O)CC1C(=O)NCCN1C(=O)Nc1ccccc1 (stereo not given)	-2	-10	1	-2	-8	7	0	0.5	-13
60	O=C(COC(=O)c1ccc(Br)cc1)NCCc1ccccc1	-10	-10	1	-4	-10	10	-5	0.5	-5
61	Cc1ccc(CNC(=O)[C@H]2C[C@@H]2[C@H](NP(=O)(c2ccccc2)c2ccccc2)c2ccccc2)o1	-5	-12	7	-11	3	-8	-2	0.3	-24
62	C=C(Cl)COC(=O)C1C2C=CC(C2)C1C(=O)O (stereo not given)	0	-6	0	-6	-29	9	-8	1.2	-11
63	C=CCN(C(=O)c1cc(C)cc(C)c1)C1(C(=O)Nc2ccccc2)CCN(C(C)C)CC1	-4	-16	0	0	-4	6	-16	0.7	-36
64	COc1cc(F)ccc1-c1cc(C(=O)NCc2cc(C(F)(F)F)cc(C(F)(F)F)c2)[nH]n1	-4	2	2	-7	5	-2	·	-0.4	·
65	Cc1cccc(CNC(=O)c2sc(=O)n(Cc3c(C)cccc3C)c2C)c1	-3	7	3	-21	-11	8	·	-0.1	·
66	CCc1sc(C(=O)Nc2cc(S(=O)(=O)N3CCOCC3)ccc2OC)cc1C	-8	-18	6	-25	-2	7	-4	-0.3	-22
67	COc1ccc(/C=C2/NC(=O)N(CC(=O)Nc3cccc(C)c3)C2=O)cc1O	-5	12	2	1	-2	11	-1	-0.6	-10
68	COCCCNc1nc2c(c(=O)[nH]c(=O)n2C)n1CC(O)COc1cccc(C)c1 (stereo not given)	1	11	3	-2	-24	13	-11	0.4	-14
69	COc1ccc2cc(C)c3nnc(SCC(=O)Nc4nc(-c5ccccc5)cs4)n3c2c1	-3	-18	2	-4	-8	12	-4	1.5	-17
